Compound activity deposited in PubChem BioAssay by National Center for Advancing Translational Sciences (NCATS).
NPSR antagonist: blocks cAMP signaling of the human neuropeptide S receptor | Q6W5P4 | CHO-NPSR cells, cAMP TR-FRET, antagonist mode | Potency, µM (titrated, usually from 38.3 µM), for the others: at the highest dose activity change, negative = inhibition, hits mostly inhibitors | hit rate 1% among 220,000 | AID 1461; further: potency means the concentration at half of the fitted maximal effect; on the % scale 0 is the no-effect control and ±100 the full control effect; nearly all actives have a fitted effect of over 50% in size; many of its hits are not listed in these tables
IMPase Li inh: IMPase inhibition in cells with lithium potentiation; CHO-M1 cells, IP1 TR-FRET (IP-One), carbachol + lithium; Potency, µM (titrated, usually from 59.4 µM), inactives show at the top dose activity, negative = IMPase inhibition, hits mostly inhibitors; hit rate 0.35% among 210,000; AID 1457;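 further: IP1 builds up when IMPase is blocked and the TR-FRET signal falls; potency means the concentration at half of the fitted maximal effect; plate controls were basal vehicle for no effect and high inhibitor control for full effect; nearly all actives have a fitted effect of over 50% in size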
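Test compounds were applied to CHO-M1 cells previously cultured for 16–30 h at 2000 per well. A small lithium amount accompanied them; after 30 min at 37C, IP1 was quantified by TR-FRET.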
Epigenetic reg: derepresses silenced GFP reporter in murine cells; murine LDR cells, GFP reporter derepression, 30 h; Potency, µM (top dose mostly 53.9 µM), without a hit: at the highest dose GFP activation, usual class: activators; hit rate 0.2% among 280,000; further: potency means the concentration at half of the fitted maximal effect; % of control where 0% means no effect; nearly all actives have a fitted effect of over 60% in size
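Derepression of a silenced CMV-GFP reporter in murine LDR cells is scored by enumerating GFP-positive cells with a laser-scanning microplate cytometer after 30 hours of treatment at 37 C.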
HttQ103 aggreg: mutant huntingtin aggregation inhibition; PC12 HttQ103-GFP aggregates, Acumen cytometry, 40 h; Potency, µM (doses to about 46.1 µM), for the others: at the highest dose activity change, negative = inhibition, actives largely listed as inhibitors; hit rate 1.1% among 220,000; further: potency means the concentration at half of the fitted maximal effect; on the % scale 0 is the no-effect control and ±100 the full control effect; nearly all actives have a fitted effect of over 60% in size
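PC12 cells with ecdysone-inducible HTT exon1 Q103-GFP, induced by 100 nM tebufenozide, given compounds in a concentration series. GFP aggregates (1–25 um, 6 SD above background) counted in lysates by laser-scanning cytometry, 488 nm excitation.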
L3MBTL1 block: inhibitors of human L3MBTL1. AlphaScreen L3MBTL1–H3K9me1 peptide binding. hit rate 0.66% among 230,000. Potency, µM (highest dose often 57.1 µM), for inactives: at the highest dose activity, negative = inhibition, actives largely listed as inhibitors. Q9Y468; further: potency means the concentration at half of the fitted maximal effect; on the % scale 0 is the no-effect control and ±100 the full control effect; nearly all actives have a fitted effect of over 60% in size
Target sequence (Q9Y468 whole entry, looked up): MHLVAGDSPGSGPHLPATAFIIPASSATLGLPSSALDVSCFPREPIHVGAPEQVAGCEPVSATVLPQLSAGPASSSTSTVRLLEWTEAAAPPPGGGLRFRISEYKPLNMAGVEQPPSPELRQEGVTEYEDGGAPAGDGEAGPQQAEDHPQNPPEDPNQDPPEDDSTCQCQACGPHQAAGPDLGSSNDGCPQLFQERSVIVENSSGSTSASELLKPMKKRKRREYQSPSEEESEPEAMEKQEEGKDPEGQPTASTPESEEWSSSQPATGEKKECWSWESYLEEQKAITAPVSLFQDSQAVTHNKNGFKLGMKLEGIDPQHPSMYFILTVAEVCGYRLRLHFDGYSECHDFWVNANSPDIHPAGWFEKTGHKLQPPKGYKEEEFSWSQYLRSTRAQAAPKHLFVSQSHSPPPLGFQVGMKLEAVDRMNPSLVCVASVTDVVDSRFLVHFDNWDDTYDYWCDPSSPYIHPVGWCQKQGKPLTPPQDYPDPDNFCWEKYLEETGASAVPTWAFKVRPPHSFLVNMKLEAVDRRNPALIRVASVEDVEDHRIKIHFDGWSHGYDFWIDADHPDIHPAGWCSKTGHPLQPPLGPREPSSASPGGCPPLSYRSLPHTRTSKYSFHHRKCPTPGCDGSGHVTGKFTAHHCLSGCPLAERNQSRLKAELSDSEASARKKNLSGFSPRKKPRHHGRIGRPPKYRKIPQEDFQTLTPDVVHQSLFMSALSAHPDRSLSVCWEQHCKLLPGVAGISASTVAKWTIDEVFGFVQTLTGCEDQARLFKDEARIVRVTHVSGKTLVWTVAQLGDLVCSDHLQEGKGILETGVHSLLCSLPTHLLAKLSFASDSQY
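L3MBTL1 (50 nM) pre-complexed 30 min with biotinylated H3(1-15)K9me1 peptide (75 nM), then compounds added for 30 min at room temperature; AlphaScreen streptavidin donor/nickel chelate acceptor beads (10 ug/mL final) read after 30 min dark incubation.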
KinaseGlo FLuc: counter-screen: inhibitors of Kinase-Glo firefly luciferase; Q27757; Kinase-Glo luciferase, ATP luminescence, 8 min; Potency, µM (doses to about 38.3 µM), inactives show at the highest dose activity change, negative = inhibition, actives largely listed as inhibitors; hit rate 0.28% among 200,000; AID 1379; further: potency means the concentration at half of the fitted maximal effect; on the % scale 0 is the no-effect control and ±100 the full control effect; nearly all actives have a fitted effect of over 60% in size
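Luminescence was the read-out, taken after 8-minute incubation at ambient temperature. Luciferase turned over luciferin with 10 uM ATP in imidazole pH 7.2 buffer containing KCl, MgCl2, Tween 20 and BSA.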
CBFb RUNX1 block: CBF-beta/RUNX1 interaction disruption; Q01196+Q13951; AlphaScreen CBFb-His/RUNX1-biotin binding, biochemical; 230,000 tested, under 10 active; AID 1477; Potency, µM (doses to about 59.8 µM), without a hit: top-dose activity, negative = inhibition, actives largely listed as inhibitors; further: % of control where 0% means no effect
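Read-out: AlphaScreen. Format: His-CBF-beta with biotinylated RUNX1 (30 nM each) preincubated 20 min, compound 15 min, Ni-chelate plus streptavidin beads 90 min; room temperature throughout.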
Numbers without * were called inactive; ? = inconclusive; nt = not tested or not shown; & = joins results of further samples; [ ] = remark or other dose. The call rests on the fitted dose curve; in most records, active means well fitted curve in the direction sought with a large enough effect; inconclusive means small, poorly fitted or top-dose-only effect, or another doubt; inactive means no such curve, though single readings can be large; an effect the other way counts as inactive or inconclusive. An excerpt; rates above refer to the full screens.

SMILES | NPSR antagonist | IMPase Li inh | Epigenetic reg | HttQ103 aggreg | L3MBTL1 block | KinaseGlo FLuc | CBFb RUNX1 block
Nc1nc(SCc2ccc(F)cc2)ns1 | 2% | ? | -1.1% | -13% | -2% | -2% | 7%
COc1ccc(-c2[nH]nc3c2C2(C(=O)N(CC(=O)O)c4ccccc42)C(C#N)=C(N)O3)cc1OC (stereo unspecified) | 14% | 6% | -0.9% | 9% | -18% | -4% | 1%
COc1ccc(/C=C2\C(=O)N(c3c(Cl)cc(Cl)cc3Cl)N=C2NC(=O)c2cccc([N+](=O)[O-])c2)cc1 | -40% | -1% | -0.1% | 25% | -14% | 0% | 5%
CCNC(=O)c1ccc(C2SCC(=O)N2Cc2ccco2)cc1 (stereo unspecified) | -3%[46.1 µM] | -4%[38.3 µM] | 0.0% | 9% | 3% | -5% | 0%
CSc1nnc(C(C)(C)C)c(=O)n1/N=C/c1ccccc1 | -10% | nt | 1.1% | 8%[9.22 µM] | 3% | nt | 3%
CC(C)CN=C(NS(=O)(=O)c1ccccc1)C(Cl)(Cl)Cl | -10% | 1% | 1.0% | ? | 6% | -1% | 16%
Cc1cc(=O)oc2cc(NC(=O)c3cc4ccccc4o3)ccc12 | ? | 2µM* | 4.3% | 4% | nt | -7% | -8%
CCc1cccc(NC(=O)C2CCCN2S(=O)(=O)c2ccc3c(c2)n(C)c(=O)c(=O)n3C)c1 (stereo unspecified) | -5% | nt | 0.1%&5.8% | 12%[9.22 µM] | 8% | nt | 6%
N#Cc1ccc(N2Cc3ccccc3C2=NC(=O)c2cccs2)cc1 | -5% | 14% | 1.1% | ? | -4% | -4% | 7%
O=C(CSc1nnc(CNc2ccc(F)cc2)n1Cc1ccccc1)NCc1ccco1 | -15%[46.1 µM] | 1%[38.3 µM] | -1.6% | -25% | -11% | 0% | -5%
COc1ccc(NC(=O)c2ccc(Cl)nc2)cc1S(=O)(=O)N1CCCCC1 | 0% | 6% | 2.3% | -13% | -2% | -2% | -1%
C=CCSc1nnc(-c2sc(-c3ccccc3)nc2C)n1C | -24%[46.1 µM] | -12% | 0.0% | 1% | 3% | 5% | -2%
O=C(NCCN1CCOCC1)c1cccn2c(=O)c3c4c(sc3nc12)CCCC4 | -2% | nt | 0.0% | 10%[9.22 µM] | nt | nt | 6%
COc1ccc(Nc2c(-c3ccc(C)cc3)nc3cnccn23)cc1 | -36% | ? | 0.8% | -2% | -28% | -1% | ?
CCOC(=O)c1c(C)[nH]c(O)c1C=Nc1ccc(C(F)(F)F)cc1 | -8%[46.1 µM] | 2%[38.3 µM] | 7.1% | 6% | -7% | -7% | -3%
COc1ccc(/C=C/C(=O)Nc2cc(F)ccc2C)cc1S(=O)(=O)N1CCOCC1 | -14% | 10% | -2.2% | ? | -1% | -1% | -13%
C(=N\N=C\c1ccccc1)/c1ccccc1 | 7% | 7% | -2.6% | 16% | 39%[activator] | -27% | ?
CCn1nnc(NC(=O)c2cc3ccccc3o2)n1 | -12%[46.1 µM] | -4%[38.3 µM] | 0.0% | 18% | nt | 1% | 12%
COc1ccc(Nc2nc(NCCO)nc(OC)n2)cc1 | 8%[46.1 µM] | 12%[38.3 µM] | 0.8% | 11% | nt | 2% | -13%
CCOc1cc(/C=C/c2nc3ccccc3s2)ccc1OCC(=O)N1CCOCC1 | 8% | 1% | -3.0% | ? | 30% | -2% | -1%
COc1ccccc1/C=N/NC(=O)CNC(=O)c1ccc(S(=O)(=O)N2CCCC2)cc1 | -10% | 4% | -1.4% | 15% | -3% | 5% | 13%
COc1ccc(-n2nc(C(=O)O)c3ccccc3c2=O)cc1 | 9%[46.1 µM] | 24%[38.3 µM] | -1.0% | 7% | nt | -4% | 3%
Cn1cccc1/C=C1\SC(=O)N(CC(=O)Nc2ccc(F)cc2)C1=O | 1% | 7% | ? | 0%[9.22 µM] | 9% | 0% | 6%
Cc1nc2ccccc2n1CCOc1ccc([N+](=O)[O-])cc1 | 5% | 17% | -1.7% | -22%[9.22 µM] | -2% | 1% | 0%
CCn1c(=O)n(CC)c2cc(S(=O)(=O)N3CCc4ccccc43)ccc21 | -17%[46.1 µM] | 3% | 0.0% | ? | 2% | -1% | 3%
New compounds follow:
SMILES | NPSR antagonist | IMPase Li inh | Epigenetic reg | HttQ103 aggreg | L3MBTL1 block | KinaseGlo FLuc | CBFb RUNX1 block
O=C(NCCOc1ccc(Cl)cc1)C(=O)NCC1CCCO1 (stereo unspecified) | -1% | -2% | -1.4% | 4%[9.22 µM] | 11% | 0% | 1%
COc1cc(/C=C2\SC(=S)N(CC(=O)NC3=NCCS3)C2=O)cc(OC)c1OC | 19% | -5% | ? | 3% | nt | nt | 2%
CCCCc1n[nH]c(=S)n1Cc1ccccc1 | 2% | 9% | -0.1% | 1% | 3%[11.4 µM] | 2% | 3%
CCn1nc(C)c(/C=N/NC(=O)Cn2nc(C)cc2C)c1C | 13% | -3% | -1.9% | -4% | 14% | 1% | -6%
NCCCC[C@@H]1NC(=O)c2cc([N+](=O)[O-])cc(I)c2SC[C@@H](C(=O)NCC(N)=O)NC(=O)CNC1=O | 14% | -7% | -0.1% | 2% | 10% | 0% | 5%[2.36 µM]
O=C(Cn1ncc(Cl)c(Cl)c1=O)N1CCN(S(=O)(=O)c2ccc3ccccc3c2)CC1 | 13µM* | nt | ? | 27%[9.22 µM] | -6% | nt | -7%
COc1ccccc1N(CC(=O)NCc1ccco1)S(C)(=O)=O | -5% | -1% | 1.1% | nt | 0% | -1% | 6%
CC(=O)NC(c1ccccc1)c1nc2ccccc2[nH]1 (stereo unspecified) | 9%[46.1 µM] | 9%[38.3 µM] | -1.0% | -7% | nt | 1% | -1%
Cc1noc(C)c1C(=O)N1CCN(c2cccc(Cl)c2)CC1 | 2% | 1% | 1.1% | -10% | -2% | 4% | 5%
Cc1cccc(NC(=O)C(=O)C2C(=O)Nc3ccccc32)c1 (stereo unspecified) | 32% | nt | -1.3% | 6%[9.22 µM] | -1% | nt | 6%
Cc1ccc(NC(=O)/C(Cl)=C\c2ccccc2)cc1 | -1%[46.1 µM] | 13%[38.3 µM] | -1.5% | -26% | -6% | 2% | -13%
COc1ccc(C(=O)c2cnc[nH]2)cc1 | 8% | nt | 0.0% | 0%[9.22 µM] | 8% | nt | 2%
NC1=NC(c2ccccc2)N=C(Nc2ccccc2)N1 (stereo unspecified) | -1% | nt | 9.1% | -13%[9.22 µM] | 4% | nt | 4%
O=C(CCNS(=O)(=O)c1ccc2c(c1)CCC(=O)N2)Nc1ccc2c(c1)OCCO2 | 0%[46.1 µM] | nt | -1.0% | 7% | 5% | nt | 0%
CCCCN(C(=O)c1ccc(S(=O)(=O)N(C)C)cc1)c1nc2ccccc2s1 | 17% | 3% | 2.8% | -17% | 8% | -4% | 7%
COc1ccc(C(=O)N2CCOC23CCN(c2ncccn2)CC3)cc1 | 11% | 5% | -3.0% | ? | 8% | 0% | 6%
Cc1c(C(=O)N/N=C/c2cccnc2)sc(=S)n1C | 1% | -3% | -1.0% | 6% | -5% | 3% | -26%
OCC1(Cc2ccccc2C(F)(F)F)CCN(Cc2cccc3cnccc23)CC1 | 20% | 22% | -1.9% | -26% | -20% | 0% | 15%
O=C(O)CCc1nn2c3ccccc3nc2n(Cc2ccccc2)c1=O | -21% | -14% | -0.6% | -1% | nt | 3% | -11%
CC(c1ccco1)N(C(=O)Nc1ccc(Cl)cc1)c1ccccn1 (stereo unspecified) | -6%[46.1 µM] | 4%[38.3 µM] | -1.9% | 7%[9.22 µM] | -3% | 0% | 0%
Brc1ccc2[nH]c3c(NCc4ccccn4)ncnc3c2c1 | 59% | nt | -0.2% | -16%[9.22 µM] | -9% | nt | 3%
CCN1CCCC1CNC(=O)C(=O)Nc1ccccc1OC (stereo unspecified) | -4%[46.1 µM] | 8%[38.3 µM] | -0.9% | 1% | 5% | -2% | 3%
COc1cc(S(=O)(=O)N(Cc2ccc(C)cc2)C2CCCCC2)ccc1-n1cnnn1 | ? | 14%[38.3 µM] | -1.6% | -10% | -4% | -3% | -3%
Nc1nc(NCC2CCCO2)nc(Nc2ccccc2F)c1[N+](=O)[O-] (stereo unspecified) | -4% | nt | 0.4% | 4%[9.22 µM] | nt | nt | 7%
Cc1cccc(CNc2cc(-c3cccc(NS(C)(=O)=O)c3)ncn2)c1 | nt | 14% | 2.3% | nt | nt | -2% | nt
Next part
SMILES | NPSR antagonist | IMPase Li inh | Epigenetic reg | HttQ103 aggreg | L3MBTL1 block | KinaseGlo FLuc | CBFb RUNX1 block
COc1ccc(C)cc1NC(=O)CSc1nnc(-c2ccccn2)n1Cc1ccco1 | -27%[46.1 µM] | 15%[38.3 µM] | -2.3% | 10% | -17% | -2% | -12%
OC(CN1CCN(c2ccccn2)CC1)Cn1c2ccccc2c2ccccc21 (stereo unspecified) | -6%[46.1 µM] | 36%[activator][38.3 µM] | -11% | 5% | -5% | 2% | 2%
c1ccc(-c2cnc(CSc3ncnc4sccc34)o2)cc1 | -13%[46.1 µM] | 3% | 0.0% | -18% | 1% | 6% | -1%
CO/N=C/NC(=O)c1c(OC)ccnc1Oc1cccc(C(F)(F)F)c1 | 7%[46.1 µM] | -28% | -0.9% | 2% | 1% | 10% | 12%
CCN(CC)C(=S)SCC(=O)c1ccc(F)cc1 | -12%[46.1 µM] | 1%[38.3 µM] | ? | -9% | 11% | -4% | 5%
CN(O)/C=C1\C(=O)Nc2ccccc21 | ? | 76%[activator][38.3 µM] | -0.8% | -4% | nt | 22% | -5%
COc1ccc(O)c(/C=N/NC(=O)c2ccc(OCc3cccc(Br)c3)cc2)c1 | -5%[46.1 µM] | 0%[38.3 µM] | 0.2% | ? | -3% | 0% | 3%

Record cards, from the list above. Order of values: NPSR antagonist, IMPase Li inh, Epigenetic reg, HttQ103 aggreg, L3MBTL1 block, KinaseGlo FLuc, CBFb RUNX1 block
`CCN(CC)C(=S)SCC(=O)c1ccc(F)cc1` is entered as -12%[46.1 µM], 1%[38.3 µM], ?, -9%, 11%, -4%, 5%
`CN(O)/C=C1\C(=O)Nc2ccccc21` is entered as ?, 76%[activator][38.3 µM], -0.8%, -4%, nt, 22%, -5%
`COc1ccc(O)c(/C=N/NC(=O)c2ccc(OCc3cccc(Br)c3)cc2)c1` is entered as -5%[46.1 µM], 0%[38.3 µM], 0.2%, ?, -3%, 0%, 3%
`COc1ccc(C)cc1NC(=O)CSc1nnc(-c2ccccn2)n1Cc1ccco1` is entered as -27%[46.1 µM], 15%[38.3 µM], -2.3%, 10%, -17%, -2%, -12%
`CO/N=C/NC(=O)c1c(OC)ccnc1Oc1cccc(C(F)(F)F)c1` is entered as 7%[46.1 µM], -28%, -0.9%, 2%, 1%, 10%, 12%
